Source: PubChem
TEAD-YAP inh: TEAD-YAP interaction inhibition, primary screen, TEAD-YAP interaction inhibitor project, luminescence, HEK-TIYL cells; TEAD-Gal4/YAP UAS-luciferase luminescence; 640,000 tested, 1.4% active; inhibition, % at 9.12 µM; in the data active = inhibition above about 32%;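 note: 0% = median of test compound wells and 100% = reference inhibitor wells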
FBW7 act: FBW7 E3 ligase activators, primary screen, biochemical, AlphaScreen, human; F-box/WD repeat-containing protein 7 (Homo sapiens), Q969H0; 650,000 tested, 0.13% active; AID 1259310, 2017; normalized activity (activation), % at 26.1 µM; AlphaScreen FBW7–phospho-cyclin E peptide binding, activator screen; in the data active = normalized activity above about 1.9%;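 note: purified mutant Fbw7 with reduced substrate affinity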
MITF inh: MITF inhibitors, primary screen, biochemical, AlphaScreen, human; Microphthalmia-associated transcription factor (Homo sapiens), O75030; AlphaScreen MITF homodimerization, bead proximity signal; inhibition, % at 2.6 µM; 650,000 tested, 0.91% active; AID 1259374, 2018; in the data active = inhibition above about 50%;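 note: 0% = vehicle wells with protein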
Target sequence (O75030 whole entry, looked up): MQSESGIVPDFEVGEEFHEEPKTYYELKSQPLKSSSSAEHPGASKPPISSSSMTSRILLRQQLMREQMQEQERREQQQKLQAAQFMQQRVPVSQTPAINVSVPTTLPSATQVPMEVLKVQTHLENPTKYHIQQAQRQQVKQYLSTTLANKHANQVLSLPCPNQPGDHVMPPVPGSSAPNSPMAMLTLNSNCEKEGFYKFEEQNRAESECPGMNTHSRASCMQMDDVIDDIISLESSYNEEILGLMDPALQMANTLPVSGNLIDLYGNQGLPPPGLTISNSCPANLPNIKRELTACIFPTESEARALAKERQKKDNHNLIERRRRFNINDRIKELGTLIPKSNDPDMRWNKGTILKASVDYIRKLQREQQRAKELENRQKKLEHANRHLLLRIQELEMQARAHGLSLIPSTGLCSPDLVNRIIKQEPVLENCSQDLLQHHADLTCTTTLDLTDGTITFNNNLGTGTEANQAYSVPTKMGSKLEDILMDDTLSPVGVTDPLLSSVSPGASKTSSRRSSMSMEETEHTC
GPR151 ag: activators of human GPR151, primary screen, cell-based, PathHunter beta-arrestin, luminescence; PathHunter beta-arrestin GPR151 cells; activation, % at 11.2 µM; 650,000 tested, 1% active; AID 1508602, 2020; in the data active = activation above about 4.9%;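 note: 0% = median of compound wells and 100% = cells with positive control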
Target sequence (Q8TDV0 whole entry, looked up): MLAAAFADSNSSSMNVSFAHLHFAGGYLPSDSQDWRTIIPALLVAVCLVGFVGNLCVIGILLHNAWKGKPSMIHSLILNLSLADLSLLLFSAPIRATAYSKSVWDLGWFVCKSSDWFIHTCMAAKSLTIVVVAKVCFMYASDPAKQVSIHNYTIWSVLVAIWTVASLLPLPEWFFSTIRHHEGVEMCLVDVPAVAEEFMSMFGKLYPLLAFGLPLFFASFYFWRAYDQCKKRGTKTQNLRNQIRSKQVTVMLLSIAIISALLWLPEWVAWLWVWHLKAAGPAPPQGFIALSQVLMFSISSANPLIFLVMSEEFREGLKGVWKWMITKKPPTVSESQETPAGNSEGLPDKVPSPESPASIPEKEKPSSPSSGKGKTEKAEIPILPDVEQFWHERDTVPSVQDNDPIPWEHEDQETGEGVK
Starred values were filed as active, the others as inactive; · = not tested or not shown.

SMILES	TEAD-YAP inh	FBW7 act	MITF inh	GPR151 ag
CCNc1nc(NCC)n2c(SCC(=O)Nc3cccc(Cl)c3C)nnc2n1	4.5	0.0	75.8*	0.8
CC1CCN(S(=O)(=O)c2coc(C(N)=O)c2)CC1	-13.8	-0.1	-8.8	10.0*
Cc1ncc2c(c1CNC(=O)Cc1ccsc1)CCN(C(=O)C1(c3ccccc3)CC1)C2	-5.6	-0.2	-6.0	1.3
Cc1nn2c(nc(Sc3nc4ccccc4c(=O)n3N)c3ccccc32)c1C=O	4.1	0.1	-0.4	0.2
Clc1ccccc1CN1CCN(Cc2ccco2)CC1	-20.1	-0.1	69.3*	0.9
CCOC(=O)c1c(N2C(=O)CCC2=O)c2cc(OC)c(OC)cc2n1CC(C)=O	6.0	-0.2	1.7	0.5
COc1cc(/C=N/NC(=O)CNc2cccc(Cl)c2)ccc1O	3.8	0.2	-8.4	-0.7
COc1ccc(C(=O)N2CCN(C(=O)CCC3(Cc4ccco4)CCC(=O)N3)CC2)cc1 (stereo not given)	-26.1	-0.1	-6.0	1.6
C=CCn1c(=S)[nH]c2ccc(F)cc2c1=O	-3.6	0.0	2.1	-0.6
COCCn1nnnc1C(c1ccccc1)N1CCN(Cc2ccc3c(c2)OCO3)CC1 (stereo not given)	3.6	-0.1	-10.1	1.9
O=C(NCCN1C(=O)c2cccc([N+](=O)[O-])c2C1=O)c1ccncc1	-8.6	-0.1	-0.4	-0.1
CCOc1ccc(N(C(=O)C(C)Oc2ccccc2)C2C=CS(=O)(=O)C2)cc1 (stereo not given)	-9.9	0.1	0.0	0.4
Cc1nc2c(O)c(Br)ccn2c(=O)c1Br	0.3	-0.7	-7.0	-4.4
CCN(CC)CCCNC(=O)c1ccc(Cn2c(=S)[nH]c3cc4c(cc3c2=O)OCO4)cc1	-11.4	0.0	-2.0	1.7
O=C(NCCOc1ccccc1)c1cccc(Nc2ncccn2)n1	-22.7	0.0	2.8	-0.4
O=C(Oc1ccc2ccc(=O)oc2c1)c1ccccc1	5.7	0.0	10.5	-0.5
COc1ccc(-c2csc(NC(=O)COc3ccccc3[N+](=O)[O-])n2)cc1OC	2.8	0.0	6.9	1.4
CCCN(CC1CCCO1)C(=O)c1ccc(-n2cc(NC(=O)C3CCOCC3)cn2)cc1 (stereo not given)	10.4	0.2	7.2	-1.1
CN(C)CCN(C(=O)Nc1cccc(F)c1)C1CCN(CCc2ccccn2)CC1	-0.2	0.0	-1.0	1.4
NC(=O)C1(N2CCCCC2)CCN(C(=O)CCCCCn2c(=S)[nH]c3ccccc3c2=O)CC1	7.9	0.2	6.0	0.1
COCCNc1nc2nonc2nc1N1CCN(CCOc2ccccc2)CC1	10.7	-0.1	-1.3	-1.1
O=C(Cc1ccccc1)Nc1cc(Cl)ccc1Cl	-2.5	0.0	-3.3	0.9
CC(C)CC(NC(N)=O)C(=O)OCC(=O)Nc1ccccc1 (stereo not given)	-40.6	0.1	-0.6	0.0
CCOC(=O)CSc1nc(-c2ccco2)nc2c1c(=O)n(C)c(=O)n2C	5.1	-0.1	-12.4	-0.1
CC(O)c1nc2ccccc2n1CC(=O)N1CCN(c2ccccc2)CC1 (stereo not given)	13.4	-0.1	0.8	0.2

Continuation:
SMILES	TEAD-YAP inh	FBW7 act	MITF inh	GPR151 ag
c1cc[n+](Cc2ccnc3ccccc23)cc1	4.5	0.0	13.0	-0.7
Cc1ccc(C(=O)N2C3=C(CCCC3)C(=O)NC23CCCCC3)cc1	-19.7	0.8	2.4	1.4
COC(=O)c1ccccc1NCC(=O)c1ccc(OC)cc1	0.8	0.1	18.2	-0.2
NC(=O)[C@@H]1CCCN1C1CCN(c2ccc(C(=O)N3CCc4ccccc4C3)cc2)CC1	7.1	0.9	-11.9	-1.5
Cc1ccc(S(=O)(=O)Nc2nc(C)cc(NN)n2)cc1	-7.7	-0.1	4.8	0.1
C=CCNC(=O)C1CCN(S(=O)(=O)CC)CC1	-8.2	-0.1	4.7	2.6
O=C(Nc1onc2c1CCCC2)c1cccc2ccccc12	-62.0	0.0	10.3	-0.5
CCn1c(N2CCN(C(=O)c3ccco3)CC2)nc2ccccc21	-10.2	0.5	17.3	0.4
CN(C)C(=O)Cn1c(=O)n(Cc2ccco2)c2ncccc21	-3.8	0.5	-1.1	0.7
CC(C)CC(NS(=O)(=O)c1ccccc1[N+](=O)[O-])C(=O)O (stereo not given)	3.6	0.2	-2.6	-0.3
CN1CCC2(CC1)OCc1cc(-c3ccc4c(c3)CCO4)ccc1O2	6.0	-0.1	-25.1	-1.3
Cc1ccc(C2=NC(=O)/C(=C3\C(=O)N(C)c4ccc([N+](=O)[O-])cc43)S2)cc1	8.7	0.0	13.1	1.8
O=C(CC1C(=O)NCCN1Cc1cccc(Oc2ccccc2)c1)NCCc1cnccn1 (stereo not given)	-0.6	0.0	-6.2	-0.1
Cc1c(Nc2nc3ccccc3n3cnnc23)cccc1C(=O)O	-1.3	-0.2	-7.1	-0.6
CCN(CC)C(=O)CCN(Cc1c(Cl)cccc1Cl)S(=O)(=O)c1ccc(C)cc1	2.1	0.2	12.2	0.6
CCc1cc2c(=O)c(-c3nc4ccccc4s3)coc2cc1O	-0.9	0.3	-14.8	-1.2
N#Cc1cc2sc3nnc(-c4ccncc4)n3c2cc1C#N	19.6	0.1	14.7	-1.5
COc1ccc(CCNC(=O)C(=O)NCc2ccc(F)cc2)cc1OC	2.6	-0.1	6.1	0.6
N#C/C(=C\c1ccc(-c2nc3ccccc3s2)o1)c1[nH]nc(N)c1C#N	-72.8	0.6	13.8	-1.1
CC(C)(C)c1ccc(C(=O)Nc2cc(C(=O)Nc3ccc4c(c3)OCCO4)ccc2N2CC3CC(C2)c2cccc(=O)n2C3)cc1 (stereo not given)	-8.7	0.0	5.9	-0.8
COc1ccc(CCNC(=O)/C=C/c2ccc3c(c2)OCO3)cc1	2.0	-0.1	-2.6	1.3
COc1ccc(N2CCN(C(c3ccc(C)cc3)c3nnnn3CC3CCCO3)CC2)cc1 (stereo not given)	5.7	-0.1	2.2	-0.4
Cc1cc(=O)nc2c3ccccc3n(CC(=O)NCCCOC(C)C)n12	3.0	0.2	7.5	0.8
C=CCN1CC(c2nc3ccccc3n2CC(C)C)CC1=O (stereo not given)	13.2	0.3	4.1	-1.2
Cc1nn(Cc2ccccc2Cl)c(C)c1NC(=O)CSc1n[nH]c(C)c1[N+](=O)[O-]	8.1	0.1	-4.3	-0.2

Continued.
SMILES	TEAD-YAP inh	FBW7 act	MITF inh	GPR151 ag
COc1ccc(-c2cnnc(NCC(C)c3ccccc3)n2)cc1 (stereo not given)	10.5	0.0	3.7	0.0
COc1cccc(CNC(=O)CN2C(=O)N(c3ccccc3C)S(=O)(=O)c3ccccc32)c1	21.2	-0.1	-16.6	0.6
Cc1ccc(NC(=O)CSc2ncc(-c3ccccc3)[nH]2)cc1F	-10.2	0.0	27.7	0.4
CCn1c(-c2ccc(Cl)cc2)csc1=Nc1ccc(NC(C)=O)cc1	79.6*	0.0	21.7	0.0
CCOc1ccc2oc(C)c(C(=O)Nc3c(C)cccc3C)c2c1	-8.0	0.5	2.3	-1.6
N#CC1=C(N)N(c2cc(C(F)(F)F)ccc2Cl)C2=C(C(=O)CCC2)C1c1ccsc1 (stereo not given)	-4.5	0.3	15.0	-1.8
O=C(CN(Cc1ccccc1)S(=O)(=O)c1ccc(Br)cc1)Nc1ccc(Br)cc1	6.2	0.0	2.2	1.6
N/C(=N\OC(=O)COc1ccc([N+](=O)[O-])cc1)c1ccncc1	0.0	-0.1	-9.9	-1.0
CCOc1ccc(C(F)(F)F)cc1NC(=O)c1ccc(OC)c(OC)c1	-1.0	0.5	8.4	-0.4
CC(C)c1ccc(OCC(=O)NNC(=O)c2cc3cc(Br)ccc3oc2=O)cc1	-5.4	0.4	12.2	0.6
Cc1ccc2sc(NNC(=O)COc3ccccc3)nc2c1C	-11.7	-0.3	-4.5	0.7
COc1ccc(CNc2cnc(NCc3ccc(OC)cc3)cn2)cc1	7.3	0.0	-1.2	2.2
CCN(CC)C(=O)c1c(Cl)nc(C)c(Cl)c1C	-17.0	-0.2	-0.3	1.6
C[C@@H](Cn1nnc2ccccc21)NC(=O)CN1CCCC1=O	8.5	0.4	3.5	0.1
Cc1cccc(N2C(=O)C(Cl)=C(Nc3ccc(Cl)cc3)C2=O)c1	9.2	0.2	14.9	-1.4
CSc1nc2ncc(C(=O)c3cc(C)ccc3O)cc2c(=O)[nH]1	-6.8	0.3	14.5	-2.2
CCOC(=O)/C(N=Nc1ccc(-c2ccccc2)cc1[N+](=O)[O-])=C(\C)O	-1.9	-0.2	5.5	2.7
CCc1ccc(OCCNC(=O)c2cccs2)cc1	-21.2	0.8	21.0	-1.5
CCN(C(=O)COc1ccccc1)C1C2CC3CC(C2)CC1C3 (stereo not given)	-6.1	0.3	7.7	0.6
Cc1ccc2c(c1)c1c(n2CC(O)CNCCO)CCCC1 (stereo not given)	-7.3	-0.1	39.2	-0.4
C/C(=N\Nc1ncc(Cl)cc1Cl)c1ccc(S(=O)(=O)NCc2ccco2)cc1	-30.4	-0.4	3.3	1.2
CCOC(=O)C1=C(C)Nc2nc3ccccc3n2C1c1cccc([N+](=O)[O-])c1 (stereo not given)	8.6	0.1	3.0	-0.9
CCCCCCCC(=O)OC[C@H](COP(=O)(O)O[C@H]1[C@@H](O)[C@@H](OP(=O)(O)O)[C@H](O)[C@@H](O)[C@@H]1O)OC(=O)CCCCCCC	·	·	-0.9	-1.2
COc1ccccc1CNC(=O)C(=O)Nc1cccc(C(F)(F)F)c1	12.5	-0.1	2.9	4.4
O=C(COc1ccccc1)Nc1ccccc1I	-29.7	0.3	3.2	-1.0

Compound profiles, as listed above. Values in the order: TEAD-YAP inh | FBW7 act | MITF inh | GPR151 ag
C[C@@H](Cn1nnc2ccccc21)NC(=O)CN1CCCC1=O in the list: 8.5 | 0.4 | 3.5 | 0.1
COc1ccccc1CNC(=O)C(=O)Nc1cccc(C(F)(F)F)c1 in the list: 12.5 | -0.1 | 2.9 | 4.4
CCN(CC)C(=O)c1c(Cl)nc(C)c(Cl)c1C in the list: -17.0 | -0.2 | -0.3 | 1.6
Cc1cccc(N2C(=O)C(Cl)=C(Nc3ccc(Cl)cc3)C2=O)c1 in the list: 9.2 | 0.2 | 14.9 | -1.4
CC(C)c1ccc(OCC(=O)NNC(=O)c2cc3cc(Br)ccc3oc2=O)cc1 in the list: -5.4 | 0.4 | 12.2 | 0.6

The listing picks up with the five entries that preceded the break.
SMILES	TEAD-YAP inh	FBW7 act	MITF inh	GPR151 ag
C/C(=N\Nc1ncc(Cl)cc1Cl)c1ccc(S(=O)(=O)NCc2ccco2)cc1	-30.4	-0.4	3.3	1.2
CCOC(=O)C1=C(C)Nc2nc3ccccc3n2C1c1cccc([N+](=O)[O-])c1 (stereo not given)	8.6	0.1	3.0	-0.9
CCCCCCCC(=O)OC[C@H](COP(=O)(O)O[C@H]1[C@@H](O)[C@@H](OP(=O)(O)O)[C@H](O)[C@@H](O)[C@@H]1O)OC(=O)CCCCCCC	·	·	-0.9	-1.2
COc1ccccc1CNC(=O)C(=O)Nc1cccc(C(F)(F)F)c1	12.5	-0.1	2.9	4.4
O=C(COc1ccccc1)Nc1ccccc1I	-29.7	0.3	3.2	-1.0
CCOc1ccc2nc(N3CCC(NCCc4ccccn4)CC3)nc(C)c2c1	-2.1	0.0	-8.4	-0.5
CCn1cnc2sc(C(=O)Oc3cccc(C)c3)c(C)c2c1=O	-3.2	-0.2	-7.5	-0.3
CCc1nc(SCC(=O)c2ccc(C)c(C)c2)n[nH]1	-7.0	0.1	6.7	-0.4
CCCCn1c(=O)c(-c2ccc3ccccc3n2)cc2ccccc21	-0.7	0.6	2.7	0.0
Cc1cc(C(=O)COc2ccc(-n3cnnn3)cc2)c(C)n1C	-1.5	-0.1	-2.6	-0.7
Cc1ccc2nc(SCc3c(F)cccc3Cl)nc(=O)n2c1	3.9	-0.1	0.4	-0.2
CC(CN1CCN(C)CC1)OC(=O)c1ccccc1Br (stereo not given)	3.0	-0.1	3.1	-1.1
C=CCN1C(=O)NC(=O)/C(=C\c2ccc(OCc3ccccc3Cl)c(OC)c2)C1=O	-26.5	0.1	10.7	-0.4
CSc1nnc(NC(=O)c2cccc(C)c2)s1	-29.3	-0.1	0.7	-2.0
CC(C(O)c1ccccc1)N(C)CC(=O)Nc1c2c(nc3ccccc13)N(C)CC2 (stereo not given)	-1.3	0.1	66.6*	-0.3
CCc1cccc2c(=O)c(C(=O)NCCCOC)c[nH]c12	1.4	-0.1	-12.5	-0.9
COc1cccc(NC(=O)C23CC4CC(CC(C4)C2)C3)c1	-11.7	0.0	2.7	0.0
Cc1nn(-c2ccccc2)c2c1C1(C(=O)Nc3ccc(F)cc31)C(C#N)=C(N)O2 (stereo not given)	13.3	0.2	16.1	-0.4
O=C(NCCCN1CCOCC1)c1cnn2c(C(F)(F)F)cc(-c3cccs3)nc12	3.8	-0.1	3.8	0.7
N#C/C(=N\Nc1ccc(Cl)c(S(=O)(=O)N2CCOCC2)c1)c1ccc([N+](=O)[O-])cc1	-1.2	0.2	10.8	-1.1
CCOC(=O)/C(=C/C=C/c1ccccc1)NC(=O)c1ccccc1	-4.8	-0.3	-6.5	0.1
CCCNc1nc(Nc2cccc(N(C)C)c2)nc2c1ncn2-c1ccccc1	-4.5	-0.1	7.6	-0.9
CCC(Sc1nc2ccsc2c(=O)n1Cc1ccc(C(=O)O)cc1)C(=O)Nc1cc(Cl)ccc1C (stereo not given)	-2.7	-0.1	2.2	0.8
COc1cc(/C=C(\C#N)c2nn(CCO)c(N)c2C#N)cc(OC)c1OC	-9.0	0.0	9.6	-1.1
